Bioassay records: PubChem BioAssay, several laboratories
EP2 mod: modulates human prostaglandin E2 receptor EP2 signaling. induction, % at 25 µM. EP2-expressing cells, cAMP HTRF FRET, PGE2 co-stimulation. P43116. 260,000 compounds, 0.83% hits;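 active means compounds whose cAMP rise, as percent of the full-agonist control response, exceeds 60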;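 further: rat C6 glioma line stably carrying human EP2 under a CMV promoter; the protocol text gives 20 µM as final concentration; 100% = response of wells given 1 µM PGE2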
Target sequence (P43116 whole entry, looked up): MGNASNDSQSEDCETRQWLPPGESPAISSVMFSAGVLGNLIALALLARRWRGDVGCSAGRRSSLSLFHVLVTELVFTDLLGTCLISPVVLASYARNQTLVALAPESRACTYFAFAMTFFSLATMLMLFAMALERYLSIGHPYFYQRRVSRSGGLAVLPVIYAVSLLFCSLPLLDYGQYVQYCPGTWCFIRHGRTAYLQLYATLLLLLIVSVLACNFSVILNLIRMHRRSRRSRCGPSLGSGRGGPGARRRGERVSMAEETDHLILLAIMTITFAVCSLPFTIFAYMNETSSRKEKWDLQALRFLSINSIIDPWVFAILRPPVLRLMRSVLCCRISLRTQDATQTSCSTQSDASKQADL
L929 necroptosis: blocks zVAD induced death of L929 cells; L929 zVAD necroptosis rescue, ATP luminescence, 24 h; with zVAD 60 µM; viability rescue, % at 10 µM; 220,000 compounds, 0.38% hits;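 active means activation, scaled between plate controls, above about 75%, limit read from the data; inactive means activation under that limit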;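 further: 0% = zVAD with DMSO and 100% = DMSO alone without zVAD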
PERK inh: human PERK inhibition, primary cell-based screen; Q9NZJ5; CHO PERK-DD fusion, SEAP luminescence translation reporter; inhibition, % at 5.6 µM; 220,000 compounds, 0.17% hits;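 active means inhibition above the mean inhibition of all tested compounds plus 3 SD, set separately per screening campaign, cut at about 2.9% in these data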;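 further: PERK kinase domain activated by AP20187 dimerizer at 100 nM; 0% = DMSO with dimerizer and 100% = rapamycin at 8.4 µM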
Runt-SMMHC FRET: Runt domain-CBFb-SMMHC interaction inhibition. 220,000 compounds, 0.74% hits. Cerulean-Runt/Venus-CBFb-SMMHC FRET ratio 530/480, 1 h. inhibition, % at 20 µM. Q01196+Q13951. AID 1434;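 active means mean inhibition across duplicate retests at 20 µM reaching about 50%, limit read from the data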;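 further: 0% = DMSO wells and 100% = wells with excess untagged CBFb-SMMHC; inhibitors lower the FRET ratio by blocking Runt binding to CBFb-SMMHC; some results filed as inactive read as strong as hits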
RBBP9 inh: human RBBP9 hydrolase inhibition; inhibition, % at 7.94 µM; recombinant RBBP9, FP-Rh probe fluorescence polarization; 220,000 compounds, 0.2% hits; O75884; AID 1515;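 active means inhibition above the campaign mean of all tested compounds plus 3 SD, cut at about 14% in these data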;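 further: plate controls were DMSO wells with RBBP9 for no effect and wells lacking RBBP9 protein for full effect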
Target sequence (O75884 whole entry, looked up): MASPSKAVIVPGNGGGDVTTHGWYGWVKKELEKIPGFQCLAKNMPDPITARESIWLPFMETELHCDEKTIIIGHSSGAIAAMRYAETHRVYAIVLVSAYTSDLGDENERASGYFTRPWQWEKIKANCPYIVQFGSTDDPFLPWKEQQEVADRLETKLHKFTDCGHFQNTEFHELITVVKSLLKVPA
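Measured by: FP readout at 525/598 nm; material: recombinant human RBBP9; also added: Serine-hydrolase probe FP-Rh, 375 nM pre-mixing; medium: Tris buffer pH 8.0, NaCl, Pluronic; replication: one well per compound; doses: one concentration, 7.94 µM nominal, 0.794% DMSO; timing: preincubation 30 min plus labeling 45 min at 25 °C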
Runt-CBFb FRET: Runt domain-CBFb interaction inhibition; Cerulean-Runt/Venus-CBFb FRET ratio 530/480, 1 h; inhibition, % at 20 µM; 220,000 compounds, 0.46% hits; AID 1496;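 active means inhibition over about 50% at 20 µM in the single-dose screen, limit read from the data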;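 further: 0% = DMSO wells and 100% = excess unlabeled CBFb competitor control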
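test system = Cerulean-Runt domain fusion protein, energy donor | probe or stimulus = Venus-CBFb binding partner, 100 nM | incubation = two 1 h room-temperature incubations shielded from light | detection = fluorescence energy transfer, 422 nm excitation, 530/480 nm emission | measure = loss of energy transfer signal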
EP2 antag: EP2 receptor (human) inhibition | P43116 | C6 glioma cells expressing human EP2, cAMP TR-FRET; cells stimulated with saturating PGE2 | inhibition, % at 25 µM | 260,000 compounds, 0.52% hits | AID 1422;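 active means percent inhibition above 40 after rounding to a whole number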;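 further: rat C6 glioma host cells with rolipram phosphodiesterase inhibitor present; the protocol text gives 20 µM as final concentration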
TNF necrop inh: blocks TNF-alpha induced death of Jurkat FADD-/- cells; Jurkat FADD-/- TNF necroptosis rescue, ATP luminescence, 24 h; 0 = TNF only, 100 = no-TNF cells; activation (protection from cell death), % at 10 µM; 220,000 compounds, 0.068% hits; AID 463075;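 active means activation, meaning protection from cell death, of at least 50% relative to plate controls; inactive means activation below 50%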;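 further: necroptosis triggered by 40 ng/mL TNF-alpha added together with compound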
Hck-Nef inh: inhibitors of human Hck kinase activated by Nef. 220,000 compounds, 0.68% hits. Recombinant Hck-YEEI plus Nef, Z-Lyte FRET kinase assay. P08631. inhibition, % at 20 µM;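 active means Hck-Nef kinase inhibition above about 50%, limit read from the data; inactive means inhibition below that limit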;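 further: 0% = DMSO with Hck plus Nef and 100% = Hck alone without Nef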
Target sequence (P08631 whole entry, looked up): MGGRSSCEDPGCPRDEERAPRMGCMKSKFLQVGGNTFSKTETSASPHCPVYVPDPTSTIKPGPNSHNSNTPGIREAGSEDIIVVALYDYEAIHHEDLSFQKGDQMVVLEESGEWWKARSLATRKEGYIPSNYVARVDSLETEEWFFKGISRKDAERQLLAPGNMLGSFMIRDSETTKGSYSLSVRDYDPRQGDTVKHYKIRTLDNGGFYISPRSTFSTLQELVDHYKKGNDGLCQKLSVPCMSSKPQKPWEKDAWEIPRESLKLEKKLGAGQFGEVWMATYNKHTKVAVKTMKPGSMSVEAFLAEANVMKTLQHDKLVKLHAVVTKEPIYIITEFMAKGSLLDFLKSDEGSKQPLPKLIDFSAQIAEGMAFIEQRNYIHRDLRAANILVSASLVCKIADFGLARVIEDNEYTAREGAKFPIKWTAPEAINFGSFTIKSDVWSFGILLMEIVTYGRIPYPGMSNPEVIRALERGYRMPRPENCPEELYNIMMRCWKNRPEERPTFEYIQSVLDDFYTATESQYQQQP
Starred values were filed as active, the others as inactive; nt = no result given; & = joins results of further samples. This is a subset (hit frequency here may not be typical).

cpd	Compound	EP2 antag	RBBP9 inh	Runt-CBFb FRET	PERK inh	TNF necrop inh	EP2 mod	Hck-Nef inh	L929 necroptosis	Runt-SMMHC FRET
1	COc1cccc(C(=O)NC2CCSC2=O)c1 (stereo not drawn)	3	-5	1	1.2	-0.3	21	1	0.2	-4
2	O=C(NNC(=O)c1ccccc1[N+](=O)[O-])Nc1ccc(Cl)cc1	6	-5	0	1.7	0.7	-4	3	2.5	5
3	Cc1ccc(S(=O)(=O)N2CCOC2CNC(=O)C(=O)NCc2ccco2)cc1 (stereo not drawn)	8	2	2	0.8	-1.9	17	-7	nt	2
4	COC(=O)c1cc(NC(=O)C2CC(=O)NC(=NCc3ccc(OC)cc3)S2)cc(C(=O)OC)c1 (stereo not drawn)	11	-2	0	-0.1	1.2	-40	21	13	-7
5	CC(=O)N1[C@H](C)C=C[C@]1(Cc1ccccc1)C(=O)O	10	-9	1	0.1	2.3	16	0	3.0	0
6	Cc1c2ccccc2nc2c(F)c(NCCO)c(F)c(F)c12	6	7	2	0.6	-1.8	-4	-2	1.1	3
7	O=C(COC(=O)Cc1ccc(-c2ccccc2)cc1)NCc1ccccc1	14	-1	-3	0.3	-1.9	3	2	0.3	0
8	Cc1nn(C(C)C)c(C)c1CN1CCCC(CCC(=O)NCc2ccccc2F)C1 (stereo not drawn)	7	-7	1	1.7	2.3	18	9	-0.3	-1
9	COc1ccc(C(=O)NC(=O)N2CCCCC2)cc1	11	-4	0	0.1	-0.1	17	-2	0.1	-4
10	O=C(Oc1ccc(OC(=O)C2CCC2)cc1)C1CCC1	7	4	-1	1.5	-11	12	2	-0.6	0
11	Cc1ccc(OCC(=O)Nc2ccc3c(c2)CCC3)c([N+](=O)[O-])n1	9	-7	-4	0.6	3.0	-4	14	3.8	-2
12	CN(C)/C=N/N(C)c1ncccc1[N+](=O)[O-]	7	5	0	1.7	0.2	32	17	-0.2	-1
13	COc1ccc(CNc2n[nH]c(NCc3ccc(OC)c(OC)c3)n2)cc1OC	10	-6	2	0.7	0.5	21	1	-0.1	4
14	CC1CCCCC1NS(=O)(=O)c1ccc(S(=O)(=O)NCc2ccncc2)cc1 (stereo not drawn)	6	-3	-1	-1.0	-8.2	-7	0	0.0	-4
15	Cc1cc(C)n2nc(SCc3nnc(SCc4ccccc4C)s3)nc2n1	4	3	0	-1.0	-0.9	9	13	-0.2	-1
16	COC(=O)CC1C(=O)NCCN1C(=S)Nc1ccc(F)cc1 (stereo not drawn)	6	-7	-1	1.5	0.5	-15	6	-0.3	-2
17	CC(=O)c1c(C)[nH]c(C(=O)CN2C(=O)NC(CCc3ccccc3)C2=O)c1C (stereo not drawn)	13	-1	-2	1.2	-0.1	-28	10	2.1	0
18	Cc1ccc(NC(=S)N2CCC(N(C)CC3CCCO3)CC2)c(C)c1 (stereo not drawn)	7	1	0	1.0	1.0	5	1	0.5	0
19	CN(C)S(=O)(=O)c1cccc(NC(=O)CN2C(=O)NC(CCc3ccccc3)C2=O)c1 (stereo not drawn)	2	-6	1	0.2	-0.3	-9	27	2.0	0
20	CCOC(=O)/C(C#N)=N/Nc1ccccc1C#N	8	-10	0	0.9	-0.1	1	15	1.0	0
21	O=C(COc1ccccc1)NNC(=S)NC(=O)c1ccc(Cl)cc1Cl	8	-5	12	0.9	-0.1	-16	-15	0.8	20
22	Cc1ccc(NC(=O)Cc2ncon2)cc1Cl	11	-8	1	0.0	1.7	-15	17	1.5	3
23	CC1CCC(C(C)C)C(OC(=O)Cn2c(-c3ccc(Br)cc3)[n+](C)c3ccccc32)C1 (stereo not drawn)	1&4	-6&-1	-1&-2	0.1&0.6	-9.6&-13	-8&-20	12&-3	9.6&11	3&6
24	S=C(c1ccc[nH]1)N1CCOCC1	2	-16	1	0.7	-1.6	-9	3	-0.1	4
25	O=C(Cn1cc2c(n1)CCCCC2)NC1CCN(Cc2ccccc2)CC1	6	nt	1	nt	-2.8	3	-2	0.1	2
26	CN1/C(=C\C(=S)NC(=O)c2ccc([N+](=O)[O-])cc2)C(C)(C)c2ccccc21	4	-3	-4	-0.2	-1.1	3	1	0.8	-6
27	O=C(O)CC(NC(=O)CCC1CCCCC1)c1cc([N+](=O)[O-])ccc1Cl (stereo not drawn)	5	-14	0	1.3	0.7	30	-2	0.4	0
28	O=C1NC(c2cccc(Br)c2)=N/C1=C\c1ccco1	2	3	5	0.2	1.0	-3	2	1.2	-6
29	COc1ccccc1CNC(=O)/C=C/c1ccc(S(=O)(=O)NCc2ccco2)cc1	14	-8	-2	-0.4	2.3	-37	-1	1.0	-3
30	O=C1SC(SC(=Nc2ccccc2)Nc2ccccc2)C(=O)N1c1ccccc1 (stereo not drawn)	2	3	13	0.1	-0.3	-8	9	nt	6

The results go on:
cpd	Compound	EP2 antag	RBBP9 inh	Runt-CBFb FRET	PERK inh	TNF necrop inh	EP2 mod	Hck-Nef inh	L929 necroptosis	Runt-SMMHC FRET
31	O=C(NNc1c(Cl)cccc1Cl)c1ccno1	7	-8	1	1.3	3.9	12	22	-0.6	-3
32	CCOC(=O)N1CCC(NC(=O)CSc2cc(=O)n(C)c3ccccc23)CC1	10	-4	-1	0.5	-0.6	18	3	0.4	2
33	O=C1CC(N2CCC(c3nc4ccccc4s3)CC2)C(=O)N1Cc1ccccc1 (stereo not drawn)	4	-4	-4	-0.8	-0.4	-13	5	0.1	-2
34	OC(CNC1CCCC1)COc1ccc(-c2ccccc2)cc1 (stereo not drawn)	10	4	0	0.6	4.5	1	7	60	4
35	COC(=O)c1ccc(NC(=O)c2snnc2-c2ccccc2)cc1	6	-1	-1	0.2	1.6	-37	13	1.5	0
36	Cc1ccc(NC(=S)N2CCC(N(C)CC3CCCO3)CC2)cc1C (stereo not drawn)	13	1	0	0.8	1.2	14	24	1.3	-1
37	C/C=C(\C)C(=O)NCCN1C2=NC[C@@H](C)N2C[C@H]1Cc1ccc(O)cc1	16	5	0	0.4	0.1	10	-9	0.1	1
38	Nc1nc2n(n1)C1(CCCCC1)C1=C(CCCC1)N2	3	-10	0	1.2	0.7	24	-2	-0.2	7
39	COc1ccc(S(=O)(=O)Nc2ccc(N3CCOCC3)cc2)cc1[N+](=O)[O-]	2	-3	6	1.1	1.7	3	6	1.3	2
40	Cc1cccc(C(=O)N2CCN(c3ccc([N+](=O)[O-])c(N4CCOCC4)c3)CC2)c1	8	-4	nt	-0.1	-7.1	26	2	-0.1	-8
41	CCC(=O)OCCn1c(=O)c2ccccc2c2ccccc2c1=O	6	-8	0	0.9	0.0	7	2	-0.4	-1
42	Cn1c(=O)c2c(nc(N3CCCCCC3)n2Cc2cccc3ccccc23)n(C)c1=O	nt	-7	-2	-0.1	-1.2	48	1	0.6	0
43	COc1ccc(CNS(=O)(=O)NCc2ccc(OC)c(OC)c2)cc1	12	3	1	0.9	-0.3	-27	19	1.1	-2
44	CN(C)c1ccc(C=NC(CO)C(O)c2ccc([N+](=O)[O-])cc2)cc1 (stereo not drawn)	5	-5	0	0.3	-1.3	-18	0	-0.6	-31
45	CC(=O)/C(N=Nc1ccc2c(c1)OCCO2)=C(\C)O	6	-8	-3	0.9	-1.5	-24	20	0.9	-6
46	CCOC(=O)C1CCN(C(=O)COC(=O)c2ccc(Br)o2)CC1	15	-2	-1	-1.2	-0.4	13	4	0.0	-3
47	Cc1ccc(/C=N/NC(=O)c2cc(-c3cccnc3)nc3ccccc23)cc1	8	-8	-5	-0.5	-13	-23	30	-0.8	1
48	O=C(CCCCCN1C(=O)CCC1=O)Nc1ccc2c(c1)OCCO2	10	1	0	0.2	-1.1	9	3	-0.9	-1
49	COCCSc1nnc(NC(=O)c2ccc3c(c2)OCO3)s1	10	8	1	0.6	0.4	10	-3	2.5	2
50	CCCCOc1ccc(C(=O)NCC(=O)NCC(=O)OCC)cc1	1	0	0	1.5	-1.3	16	-11	1.3	-1
51	Cc1cccc(NC(=O)CSc2nnc(-c3ccccc3C)o2)c1	2	-7	-1	1.2	0.0	3	1	0.1	-1
52	CCCCCc1ccc(S(=O)(=O)NCCc2ccncc2)cc1	7	-9	-5	0.2	-5.0	2	2	0.1	0
53	Cc1ccc(CNC(=O)C(Cc2ccccc2)NS(=O)(=O)c2cccs2)cc1 (stereo not drawn)	3	3	1	-0.7	0.6	8	1	-0.1	1
54	Cc1sc2ncnc(N3CCC(C(=O)Oc4cccc(Cl)c4Cl)CC3)c2c1C	1	-11	1	0.1	-1.9	-27	-13	2.4	-2
55	N#Cc1ccsc1NC(=O)CN1CCOCC1	6	-9	-1	1.8	4.4	1	14	0.7	-5
56	Cn1c(SCC(=O)Nc2cccc(C(=O)O)c2)nnc1-c1cc2cc(Br)ccc2o1	4	-4	-1	0.8	1.0	-1	17	10	0
57	Cc1cc(C=O)c2c(c1)C=CC1(Oc3ccccc3C(=O)N1C)O2 (stereo not drawn)	nt	-6	-17	-0.5	-6.4	38	17	-1.0	-18
58	N#CCN1CCC2(O)CCCCC2C1c1ccc2c(c1)OCO2 (stereo not drawn)	11	2	0	0.6	1.8	-7	14	0.1	0
59	O=C1NCCCC1C(=O)Nc1ccccn1 (stereo not drawn)	14	-9	0	1.0	-3.5	16	0	-0.2	-4

An excerpt of these results, field by field.
[49] COCCSc1nnc(NC(=O)c2ccc3c(c2)OCO3)s1
- EP2 antag: 10
- RBBP9 inh: 8
- Runt-CBFb FRET: 1
- PERK inh: 0.6
- TNF necrop inh: 0.4
- EP2 mod: 10
- Hck-Nef inh: -3
- L929 necroptosis: 2.5
- Runt-SMMHC FRET: 2

[50] CCCCOc1ccc(C(=O)NCC(=O)NCC(=O)OCC)cc1
- EP2 antag: 1
- RBBP9 inh: 0
- Runt-CBFb FRET: 0
- PERK inh: 1.5
- TNF necrop inh: -1.3
- EP2 mod: 16
- Hck-Nef inh: -11
- L929 necroptosis: 1.3
- Runt-SMMHC FRET: -1

[51] Cc1cccc(NC(=O)CSc2nnc(-c3ccccc3C)o2)c1
- EP2 antag: 2
- RBBP9 inh: -7
- Runt-CBFb FRET: -1
- PERK inh: 1.2
- TNF necrop inh: 0.0
- EP2 mod: 3
- Hck-Nef inh: 1
- L929 necroptosis: 0.1
- Runt-SMMHC FRET: -1

[52] CCCCCc1ccc(S(=O)(=O)NCCc2ccncc2)cc1
- EP2 antag: 7
- RBBP9 inh: -9
- Runt-CBFb FRET: -5
- PERK inh: 0.2
- TNF necrop inh: -5.0
- EP2 mod: 2
- Hck-Nef inh: 2
- L929 necroptosis: 0.1
- Runt-SMMHC FRET: 0
